Screening results: PubChem BioAssay, The Scripps Research Institute Molecular Screening Center
M1 ag – activates human CHRM1 receptor; activation, % at 3 µM; P11229; hit rate 0.33% among 360,000; CHO-K1 hM1, Fluo-8 calcium fluorescence, agonist mode; 0% DMSO, 100% acetylcholine EC100;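 active = activation above the run's mean compound activation plus 3 SD, cut at about 16% in these data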;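 note: peak over basal fluorescence ratio within a 140 s kinetic read after compound addition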
Target sequence (P11229 whole entry, looked up): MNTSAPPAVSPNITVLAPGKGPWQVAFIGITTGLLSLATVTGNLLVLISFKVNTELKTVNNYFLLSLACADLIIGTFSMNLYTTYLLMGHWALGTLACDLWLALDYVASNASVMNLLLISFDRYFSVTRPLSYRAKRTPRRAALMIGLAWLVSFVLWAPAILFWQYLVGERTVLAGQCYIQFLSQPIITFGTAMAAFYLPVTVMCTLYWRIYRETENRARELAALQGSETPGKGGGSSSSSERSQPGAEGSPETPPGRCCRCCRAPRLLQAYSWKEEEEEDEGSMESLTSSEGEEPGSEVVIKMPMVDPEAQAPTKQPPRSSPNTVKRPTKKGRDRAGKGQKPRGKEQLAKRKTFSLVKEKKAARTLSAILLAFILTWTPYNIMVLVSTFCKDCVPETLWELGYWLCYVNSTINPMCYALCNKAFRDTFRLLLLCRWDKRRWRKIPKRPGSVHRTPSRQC
OXTR ag – human OXTR agonism | CHO-OTR cells, Fluo-8 calcium fluorescence; normalized: DMSO 0%, oxytocin 100% | AID 2435 | activation, % at 3 µM | P30559 | hit rate 0.32% among 320,000;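 active = activation above the mean of all tested compounds plus 3 SD, cutoff set per screening run, cut at about 20% in these data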;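 note: peak over basal fluorescence ratio from a 100 s FLIPR kinetic read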
CHRM1 antagonist – human CHRM1 antagonism; P11229; CHO-K1 hM1, Fluo-8 calcium fluorescence, ACh EC80 antagonist; inhibition, % at 3 µM; hit rate 1.3% among 360,000;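 active = percent inhibition above its own plate's cutoff, namely the mean of that plate's compound wells plus 3 SD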;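 note: peak over basal fluorescence ratio during 140 s after agonist addition; 0% = ACh EC80 plus DMSO and 100% = DMSO alone without agonist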
OXTR potentiator – potentiates the human oxytocin receptor response; CHO-OTR cells, Fluo-8 calcium fluorescence, potentiator mode; 0% = oxytocin EC15, 100% = EC100; activation, % at 3 µM; AID 2445; hit rate 0.061% among 320,000; P30559;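 active = activation above that plate's cutoff, the mean activation of tested compounds plus 3 SD, cut at about 6.6% in these data, passing the limit was not always enough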;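 note: 100% uses oxytocin at 75 nM as the full agonist control; some results filed as inactive read as strong as hits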
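Material: CHO-OTR cells, human receptor; compound dosing: single dose, 3.0 µM nominal final compound concentration; schedule: 6 min compound pre-incubation at room temperature, 100 s kinetic read; measured by: kinetic Fluo-8 calcium fluorescence; read-out basis: % activation vs EC15 and EC100 oxytocin; controls: EC15 oxytocin alone as 0%, 75 nM oxytocin as 100%; replicates: singlicate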
TAAR1 antag – antagonists of human TAAR1 | inhibition, % at 3 µM | hit rate 1.5% among 360,000 | Q96RJ0 | CHO RD-HGA16 TAAR1, Fluo-8 calcium fluorescence, antagonist;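 active = inhibition above a per-plate cutoff, the mean inhibition of test compounds on that plate plus 3 SD, cut at about 49% in these data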;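 note: 0% = DMSO plus EC80 beta-PEA response and 100% = DMSO alone without agonist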
Target sequence (Q96RJ0 whole entry, looked up): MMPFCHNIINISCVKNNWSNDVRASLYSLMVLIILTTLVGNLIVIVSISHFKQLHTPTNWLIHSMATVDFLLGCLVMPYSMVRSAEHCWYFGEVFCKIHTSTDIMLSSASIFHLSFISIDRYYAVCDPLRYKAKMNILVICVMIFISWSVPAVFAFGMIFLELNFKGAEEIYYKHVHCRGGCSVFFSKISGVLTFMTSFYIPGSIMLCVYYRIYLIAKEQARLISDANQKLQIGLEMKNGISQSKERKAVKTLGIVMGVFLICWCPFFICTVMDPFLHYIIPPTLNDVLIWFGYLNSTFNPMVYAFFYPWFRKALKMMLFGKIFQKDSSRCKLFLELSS
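Test system: hTAAR1-expressing CHO RD-HGA16 cells, Gα16-coupled; Probe or stimulus: EC80 β-phenethylamine stimulus; Compound dosing: single nominal final test compound concentration of 3 µM; Timing: 140 s kinetic read after compound, 140 s after agonist; Signal: Fluo-8 calcium-sensitive fluorescence; Measure: % inhibition of agonist calcium response; Controls: DMSO and EC80 PEA controls.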
CHO parental Ca – counter-screen for OX1R antagonists: effect in parental CHO cells. hit rate 0.63% among 330,000. inhibition, % at 5.6 µM. AID 463079. parental CHO-K1, ATP-induced calcium, Fluo-8 fluorescence;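 active = inhibition above that plate's mean sample inhibition plus 3 SD, cut at about 26% in these data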;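 note: 0% = ATP-challenged DMSO wells and 100% = DMSO wells without ATP; some compounds past the cut are filed as inactive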
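Assay system: untransfected parental CHO cell line. Also added: ATP agonist challenge. Dosing: one dose, 5.6 µM nominal. Measured by: Fluo-8 fluorescence. Read-out: % inhibition. Benchmarks: ATP wells versus no-ATP DMSO wells. Repeats: no replicates.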
TAAR1 agonist – agonists of human TAAR1; Q96RJ0; CHO RD-HGA16 TAAR1, Fluo-8 calcium fluorescence; vehicle wells 0%, saturating PEA agonist 100%; activation, % at 3 µM; hit rate 0.99% among 360,000;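 active = activation above the mean activation of all test compounds in the run plus 3 SD, cut at about 38% in these data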
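System: CHO RD-HGA16 cells carrying human TAAR1 plus Gα16; Incubation: 17-24 h seeding, 75 min 37 °C dye, 30 min RT; Measured by: Fluo-8 fluorescence, 5 s baseline then 140 s kinetic read; Control set: DMSO and PEA EC100; Replication: single well for each compound.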
V1R ag counter – V1a receptor agonism, counter-screen for OXTR agonists | CHO-V1R cells, Fluo-8 calcium fluorescence, agonist mode; 0% DMSO, 100% 3 nM vasopressin | activation, % at 3 µM | hit rate 0.25% among 320,000;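 active = activation above the mean activation of all tested compounds plus 3 SD, per screening run, cut at about 20% in these data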;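 note: signal is peak over basal fluorescence ratio across a 100 second FLIPR read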
M1 PAM – human CHRM1 positive allosteric modulation | P11229 | CHO-K1 hM1, Fluo-8 calcium fluorescence, ACh EC20; 0% = ACh EC20, 100% = maximal ACh | activation, % at 3 µM | hit rate 0.088% among 360,000 | AID 588819; in the data active = activation above about 19%, passing the limit was not always enough
Active calls of the source: *; / = no result given.

SMILES	M1 ag	OXTR ag	CHRM1 antagonist	OXTR potentiator	TAAR1 antag	CHO parental Ca	TAAR1 agonist	V1R ag counter	M1 PAM
CCOC(=O)c1sc(=S)n(-c2ccc(C)cc2)c1SC	-8	-2.5	11	-2	-12	-17	1	-1.3	-7
O=C(N/N=C/c1ccc([N+](=O)[O-])cc1)c1[nH]ncc1Br	-3	-1.3	-10	-11	-6	-5	4	-0.4	0
OC1(c2ccc3c(c2)OCO3)CCN(Cc2ccccn2)CC1	-6	0.6	4	-9	-10	6	0	0.8	-10
CCCOc1ccc(C(=O)NCCc2ccccc2)cc1	-10	-1.8	-5	-5	15	-22	-1	-0.5	9
O=C(NCC1CCCO1)c1ccccc1S(=O)(=O)c1ccc([N+](=O)[O-])cc1 (stereo not given)	-8	1.5	-6	3	9	-5	2	0.9	10
Cc1ccc(S(=O)(=O)NCC(=O)OCC(=O)c2ccc(S(=O)(=O)N3CCCCC3)cc2)cc1C	-1	/	-4	/	2	/	4	/	4
COc1cc(C2Nc3cccc4cccc(c34)N2)ccc1O	-4	-0.5	-15	4	9	3	-1	1.0	10
CN(CC(=O)Nc1ccc(F)c(F)c1F)C(=O)CCCSc1nc2ccccc2[nH]1	-2	-1.1	1	-5	2	-29	-1	-0.5	0
COC(=O)Nc1cccn(Cc2c(Cl)cccc2Cl)c1=O	-7	-0.8	2	-10	3	-1	10	-0.7	0
CCCC(=O)Nc1ccc2c(c1)nc(CN1CCCCC1)n2C	-5	-0.7	-14	-1	0	0	7	0.4	11
CN(C(=O)COC(=O)CNC(=O)CNC(=O)c1ccc(Cl)cc1Cl)c1ccccc1	-4	-0.8	3	-4	-13	-3	2	-0.6	0
CCOC(=O)C(Cc1ccc(NC(=O)/C(=C\c2ccccc2)NC(=O)c2ccccc2)cc1)N1C(=O)c2ccccc2C1=O (stereo not given)	-2	-0.3	8	-6	19	-3	5	1.6	-3
CCSc1ccccc1C(=O)NCc1ccco1	-6	0.7	-10	-1	11	-5	3	0.1	3
CN(C)C(CNC(=O)C1CCCN1C(=O)c1cccs1)c1ccccc1 (stereo not given)	-6	0.7	-16	-3	3	-7	0	0.9	10
Cc1cc(C)c(C#N)c(SCc2ccccc2)n1	-3	-1.1	4	-10	-27	-1	0	-0.4	10
COc1cc(OC)c(OC)cc1CNCCNC(=O)c1ccco1	-6	0.3	3	-3	-4	10	13	0.2	0
Cc1ccc(NC(=O)C2OCCc3ccccc32)cc1C (stereo not given)	-6	-2.5	9	-11	-16	-3	4	-1.2	-2
O=C(NCCS(=O)(=O)N1CCN(c2ccccc2)CC1)c1cccc(F)c1	0	0.2	0	-7	-18	-29	1	0.2	9
Cc1ccc2nc(NC(=O)c3ccc(OCC4CCCO4)cc3)sc2c1 (stereo not given)	-4	0.8	16	-11	32	-4	8	2.3	-14
CCOC(=O)c1cc(C)n(Cc2ccc(OCC)c(OC)c2)c1C	-5	1.0	1	-3	5	-10	9	0.6	2
O=C(Nc1ccc(CN2CCOCC2)cc1)c1cc2ccccn2n1	-3	0.1	5	-8	-7	-1	3	1.5	-5
CCCCN1CC(N2CCN(CCN(C)C)CC2)CS1(=O)=O (stereo not given)	-5	/	-9	/	-8	/	2	/	11
CC(=O)Nc1ccc(NC(=O)c2ccc(N(Cc3ccccc3C)S(C)(=O)=O)cc2)cc1	-2	-1.0	-8	-7	-26	-14	2	1.2	6
CC(NC(=O)COC(=O)C1CCN(c2ccc(C(F)(F)F)cn2)CC1)c1ccccc1 (stereo not given)	1	/	-12	/	-24	/	2	/	11

Shown in CSV form: part of the list above
mol,M1 ag,OXTR ag,CHRM1 antagonist,OXTR potentiator,TAAR1 antag,CHO parental Ca,TAAR1 agonist,V1R ag counter,M1 PAM
CCCCN1CC(N2CCN(CCN(C)C)CC2)CS1(=O)=O (stereo not given),-5,/,-9,/,-8,/,2,/,11
CC(=O)Nc1ccc(NC(=O)c2ccc(N(Cc3ccccc3C)S(C)(=O)=O)cc2)cc1,-2,-1.0,-8,-7,-26,-14,2,1.2,6
CC(NC(=O)COC(=O)C1CCN(c2ccc(C(F)(F)F)cn2)CC1)c1ccccc1 (stereo not given),1,/,-12,/,-24,/,2,/,11

(next part)
SMILES	M1 ag	OXTR ag	CHRM1 antagonist	OXTR potentiator	TAAR1 antag	CHO parental Ca	TAAR1 agonist	V1R ag counter	M1 PAM
Cc1cc(C)c2cc(C(c3nnnn3CC3CCCO3)N3CCN4CCCC4C3)c(=O)[nH]c2c1 (stereo not given)	-6	-0.8	-5	-8	-12	-9	14	0.7	4
O=C(COC(=O)CCC1CCCC1)Nc1nc2c(F)c(F)c(F)cc2s1	-6	0.4	3	0	5	-2	4	0.8	-2
O=S(=O)(c1ccccc1)c1nc(-c2cccs2)oc1NCc1cccnc1	-2	-0.3	-16	-4	-3	-21	1	-0.3	15
CCc1ccc(-c2cc(C)no2)cc1S(=O)(=O)Nc1cc(C)ccn1	-1	1.5	-3	-3	6	5	1	0.7	4
CCCN1C(=O)c2ccc(C(=O)Nc3nccs3)cc2C1=O	-2	0.0	-7	-5	27	-6	6	1.0	7
COc1cc(C2NC(=O)C(C#N)=C(Nc3cccc(C)c3)S2)ccc1O (stereo not given)	1	1.2	-13	-1	-2	-5	5	-1.6	10
CCCCNC(=O)CSc1cc(=O)n(C)c2ccccc12	-5	-0.8	-24	-2	7	-6	1	0.0	6
CCN1C(=O)[C@H]2[C@@H](c3ccc(-c4cc(C(C)=O)cs4)cc3)N3CCCC[C@@]3(C(=O)OC)[C@H]2C1=O	-1	0.6	-6	-5	6	-13	19	0.8	11
CCOc1cc(/C=N/n2cnnc2)ccc1OCC(=O)Nc1ccccc1OC	-3	-0.6	2	0	22	-17	16	-0.8	-2
Nc1nc(COC(=O)CCC(=O)c2ccccc2)nc(Nc2ccccc2)n1	0	/	4	/	31	/	9	/	-4
CCOC(=O)[C@@H]1[C@H]2COc3cc(OC)ccc3[C@@H]2N2C(=O)N(c3ccc(OC)cc3)C(=O)[C@]12C	-3	-0.5	-9	-6	6	-19	3	-1.3	7
COc1ccccc1N1CCN(C(=O)CN(CCc2ccccc2)S(C)(=O)=O)CC1	4	6.0	-9	-5	6	-15	6	6.7	3
CCc1ccccc1Oc1nc(NCc2ccccc2)nc2ccsc12	0	/	-24	/	2	/	4	/	6
O=C(CCCn1c(=O)c2sccc2n(Cc2ccc(F)cc2)c1=O)NCc1ccco1	1	1.4	1	-10	/	-25	/	0.8	-2
CCn1c(CNc2ccc(Cl)cc2)nnc1SCCN1CCCCC1	-6	0.6	23	-6	-13	-22	8	0.4	-15
CC(=O)Nc1ccc(S(=O)(=O)Nc2nc3ccccc3nc2N2CCOCC2)cc1	-1	4.7	-17	0	-17	-3	6	2.0	13
CN(C(=O)COC(=O)Cc1c(F)cccc1Cl)c1c(N)n(Cc2ccccc2)c(=O)[nH]c1=O	-2	-0.3	5	-5	-25	-7	0	0.3	-3
CCn1c(=O)c(CCC(=O)N2CCN(c3ccccn3)CC2)c(C)c2c(C)nn(-c3cccc(C)c3)c21	-1	-0.9	-14	-13	-14	-12	5	0.1	9
C#CC(C)(C)NC(=O)c1ccc(-c2ccccc2F)cc1	-3	-2.5	-19	-9	-27	-13	2	1.2	6
COc1ccc(CNC(=O)CN(C(=O)c2snc(C(N)=O)c2N)c2ccc(F)cc2)cc1	6	3.1	-10	-4	1	-15	9	3.4	4
Cc1ccc(SCc2cc(=O)[nH]c(SCC(=O)Nc3cc(Cl)ccc3Cl)n2)cc1	-5	-0.3	-8	-2	6	-11	0	-0.5	2
CCOc1cccc2cc(C(=O)N3CCc4ccccc43)c(=O)oc12	-6	-1.0	-8	3	1	-11	9	-0.5	3
CN(CC(=O)Nc1ccc(F)c(F)c1F)C(=O)CCN1C(=O)C2CCCCC2C1=O (stereo not given)	-3	0.3	1	-1	-21	-5	3	1.0	1
COC(=O)c1ccc(NS(=O)(=O)NC(=O)c2c[nH]c3ccccc23)cc1	-3	1.8	-6	-3	5	-3	1	0.1	6
Cc1cc(Nc2cc(F)ccc2C)n2nc(C)nc2n1	4	0.1	-8	-7	-32	4	0	-0.5	20
CC1SC(=NC(=O)c2ccncc2)NC1=O (stereo not given)	-2	0.7	26	1	-24	6	1	1.3	-6
Cc1ccccc1C(=O)Nc1nnc(CC(=O)N/N=C/c2cn(Cc3ccccc3)c3ccccc23)s1	-1	0.1	-12	0	-19	-4	-1	-0.5	5
CSc1ccc(/C=N/NC(=O)CNc2ccc3ccccc3c2)cc1	-5	1.0	-9	-3	-12	-15	5	0.3	12
COc1ccc(-c2nc3ccc(N4CCCC4)cc3c(=O)[nH]2)cc1OC	-1	-0.8	-1	-16	-6	-17	2	-0.3	2
CN(c1ccccc1)S(=O)(=O)c1ccc(Cl)c(C(=O)NC2=NCCS2)c1	-4	-1.1	4	-6	-12	-20	6	-1.6	2
CCOC(=O)Cn1c(=O)cnc2ccccc21	-1	0.1	-24	-11	-20	-9	2	1.6	6
CCCCN1C(=O)C(=O)N(CC(=O)N2N=C3/C(=C/c4ccco4)CCCC3C2c2ccco2)C1=O (stereo not given)	-6	-1.8	-3	-9	-28	-21	-1	-0.6	1
C[N+]1(CCn2ccc3ccccc32)CCCCC1	-16	-0.1	42*	-1	-14	0	10	0.8	-38
Cc1csc(CNc2ncnc3ccc(-c4ccc5c(c4)OCCO5)cc23)c1	-8	-1.2	-15	-9	15	-39	3	-0.2	12
Cc1ccc2c(c1)C(O)(CC(=O)c1ccc(C)s1)C(=O)N2 (stereo not given)	-9	1.1	-9	-5	-1	2	3	2.1	11
Cc1[nH]c(=O)[nH]c(=O)c1/C=N/NC(=O)CCNC(=O)OC(C)(C)C	9	-0.1	-23	3	-21	-1	2	0.3	11
CCOc1ccccc1C(=O)NCC(=O)O	9	-0.2	-23	-5	-26	-6	1	0.9	14
O=[N+]([O-])c1cc(-n2cccc2)ccc1N1CCOCC1	-3	5.4	18	-11	60*	-9	13	1.8	-7
Cc1cc2ncn(C(=O)N3CCC(C)CC3)c2cc1C	0	-2.2	10	-24	-5	-3	1	2.3	1
CCCCCC/C(=N/O)c1ccccn1	-3	-1.4	-14	-3	-4	-8	6	2.3	6
Cc1ccc(N=C2NC(=O)C(CC(=O)NCc3ccccc3)S2)cc1C (stereo not given)	-10	-0.8	-6	-9	1	-17	-1	-0.2	-2
